Source: PubChem BioAssay (National Center for Advancing Translational Sciences (NCATS))
Tau fluor cs – Counterscreen qHTS for Inhibitors of Tau Fibril Formation, Fluorescence Polarization; tau K18 P301L Alexa594 fluorescence, heparin fibrillization; Potency, µM (doses to about 57.7 µM), without a hit: top-dose activity change, negative = decrease; 280,000 compounds, 0.93% hits; further: nearly all actives have a fitted effect of over 55% in size
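Human K18 P301L tau (15 uM unlabeled plus 0.24 uM Alexa 594-labeled, final) in 100 mM sodium acetate pH 7 was mixed with compound and 20 uM heparin and incubated 6 hr at 37 C.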
Tau ThT inhib – qHTS for Inhibitors of Tau Fibril Formation, Thioflavin T Binding; AID 1460, 2008; Potency, µM (doses to about 57.4 µM), for inactives: top-dose activity, negative = inhibition, usual class: inhibitors; Microtubule-associated protein tau (Homo sapiens), P10636; recombinant tau K18 P301L, heparin-induced fibrillization, ThT fluorescence; 270,000 compounds, 2.1% hits; further: nearly all actives have a fitted effect of over 55% in size
Target sequence (P10636 561-689 P618L limits assumed): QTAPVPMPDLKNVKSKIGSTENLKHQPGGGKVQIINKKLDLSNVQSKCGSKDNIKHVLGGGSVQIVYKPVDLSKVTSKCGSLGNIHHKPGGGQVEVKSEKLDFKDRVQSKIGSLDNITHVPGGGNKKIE
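Using a mix of unlabeled (15 uM) and Alexa 594-labeled (0.24 uM) tau K18 P301L, heparin-triggered fibrillization over 6 hr at 37 C was scored by ThT fluorescence.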
Tau FP inhib – qHTS for Inhibitors of Tau Fibril Formation, Fluorescence Polarization; Microtubule-associated protein tau (Homo sapiens), P10636; K18 P301L tau heparin fibrillization, Alexa594 FP, 6 h; Potency, µM (titrated, usually from 57.7 µM), for inactives: at the top dose activity, negative = inhibition, hits mostly inhibitors; 280,000 compounds, 0.39% hits; further: nearly all actives have a fitted effect of over 55% in size
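Read-out: fluorescence polarization of Alexa 594-labeled tau (0.24 uM), 555 nm excitation, 632 nm emission. Mixtures held 15 uM unlabeled K18 P301L, compound and 20 uM heparin, pH 7 acetate buffer, incubated 6 hr at 37 C.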
L3MBTL1 inh – qHTS Assay for the Inhibitors of L3MBTL1 | Potency, µM (highest dose often 57.1 µM), inactives show at the top dose activity, negative = inhibition, usual class: inhibitors | AlphaScreen L3MBTL1–H3K9me1 peptide binding | AID 485360, 2010 | Lethal(3)malignant brain tumor-like protein 1 (Homo sapiens), Q9Y468 | 230,000 compounds, 0.66% hits; further: nearly all actives have a fitted effect of over 60% in size
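Displacement of a biotinylated histone H3(1-15) peptide monomethylated at Lys9 (75 nM) from L3MBTL1 (50 nM) was measured by AlphaScreen after a 30 min room-temperature compound incubation; cefsulodin titration served as intraplate control.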
TRb SRC2 PPI – qHTS for Inhibitors of the Interaction of Thyroid Hormone Receptor and Steroid Receptor Coregulator 2. TRbeta-SRC2 peptide binding, fluorescence polarization; receptor liganded with 1 µM T3. Potency, µM (doses to about 106 µM), without a hit: at the highest dose activity change, negative = inhibition, usual class: inhibitors. 280,000 compounds, 0.065% hits;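 further: plate controls were bound peptide for no effect and peptide without receptor for full effect; nearly all actives have a fitted effect of over 50% in size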
Target sequence (P10828 whole entry, looked up): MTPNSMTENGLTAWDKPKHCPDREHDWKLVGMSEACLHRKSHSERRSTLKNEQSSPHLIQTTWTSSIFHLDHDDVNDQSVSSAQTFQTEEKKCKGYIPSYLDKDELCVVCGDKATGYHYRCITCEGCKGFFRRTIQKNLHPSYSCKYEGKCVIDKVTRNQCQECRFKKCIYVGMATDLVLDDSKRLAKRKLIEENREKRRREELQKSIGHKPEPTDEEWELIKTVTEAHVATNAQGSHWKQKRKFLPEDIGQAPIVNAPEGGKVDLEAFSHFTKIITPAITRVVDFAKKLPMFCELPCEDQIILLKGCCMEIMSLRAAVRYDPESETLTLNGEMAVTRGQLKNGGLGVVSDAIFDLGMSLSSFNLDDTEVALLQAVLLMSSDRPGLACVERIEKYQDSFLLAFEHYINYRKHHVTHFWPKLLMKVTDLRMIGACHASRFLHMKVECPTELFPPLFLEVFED
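Read-out is fluorescence polarization (555 nm excitation, 632 nm emission) of a Texas Red SRC2 coactivator peptide; loss of signal reflects blocked binding to human TRb ligand-binding domain in the presence of 1 uM T3.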
aGal spleen mod – qHTS Assay for Inhibitors and Activators of Human alpha-Galactosidase From Spleen Homogenate | human spleen homogenate, 4MU-alpha-Gal fluorescence, 40 min | 240,000 compounds, 0.008% hits | Potency, µM (doses to about 80 µM), for inactives: at the highest dose activity change, negative = inhibition, actives largely listed as inhibitors | Alpha-galactosidase A (Homo sapiens), P06280;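 further: 0% = enzyme with vehicle and -100% = no enzyme basal signal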
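Spleen homogenate 1 ug + cpd (titration) + 4-MU-alpha-D-galactopyranoside 1 mM; 37C 40 min; 50 mM citrate/phosphate pH 5.0, 0.01% Tween-20; stop pH 10; fluorescence 365/440; AC50 via Hill.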
ALDH1A1 inh – qHTS Assay for Inhibitors of Aldehyde Dehydrogenase 1 (ALDH1A1) | Purified ALDH1A1, NADH fluorescence, propionaldehyde substrate | Potency, µM (doses to about 75.3 µM), without a hit: at the top dose activity, negative = inhibition, most hits filed as inhibitors | AID 1030, 2008 | 220,000 compounds, 7.3% hits; active means well fitted inhibition curve with a large enough effect, not every such curve was filed as active; inconclusive means small, poorly fitted or top-dose-only effect, or another doubt; inactive means no such curve, though single readings can be large or run the other way;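 further: plate controls were no enzyme wells and a reference inhibitor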
Target sequence (P00352 whole entry, looked up): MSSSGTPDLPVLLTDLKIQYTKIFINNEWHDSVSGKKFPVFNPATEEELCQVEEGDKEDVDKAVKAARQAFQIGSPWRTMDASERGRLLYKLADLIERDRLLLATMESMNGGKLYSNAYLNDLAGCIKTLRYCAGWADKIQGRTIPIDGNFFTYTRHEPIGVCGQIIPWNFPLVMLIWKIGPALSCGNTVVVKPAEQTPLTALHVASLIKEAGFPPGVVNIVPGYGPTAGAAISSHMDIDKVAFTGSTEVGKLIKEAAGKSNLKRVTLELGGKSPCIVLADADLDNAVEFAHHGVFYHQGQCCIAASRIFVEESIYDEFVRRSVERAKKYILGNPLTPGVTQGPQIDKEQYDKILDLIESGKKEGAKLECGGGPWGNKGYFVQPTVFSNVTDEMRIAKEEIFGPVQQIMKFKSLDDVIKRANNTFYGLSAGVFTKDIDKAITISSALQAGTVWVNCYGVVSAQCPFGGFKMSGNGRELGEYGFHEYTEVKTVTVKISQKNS
TR SRC2 fluor cs – Total Fluorescence Counterscreen for Inhibitors of the Interaction of Thyroid Hormone Receptor and Steroid Receptor Coregulator 2; Potency, µM (titrated, usually from 106 µM), for the others: top-dose fluorescence change, negative = quenching; TRb/SRC2 Texas Red total fluorescence interference; 280,000 compounds, 0.29% hits; AID 1479, 2009; active means well fitted curve in either direction with a large enough effect; inconclusive means small, poorly fitted or top-dose-only effect
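Flags fluorescent or light-absorbing compounds by total fluorescence, S + 2P, at 555 nm excitation and 632 nm emission. Mixture: 20 nM Texas Red SRC2 peptide, 0.6 uM human TRb LBD, 1 uM T3, 5% DMSO; compound exposure 5 h at ambient temperature.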
Numbers without * were called inactive; ? = inconclusive; . = not tested or not shown; & = joins results of further samples; [ ] = dose if it differs, or a comment. Unless noted, the call rests on the fitted dose curve; in most records, active means well fitted curve in the direction sought with a large enough effect; inconclusive means small, poorly fitted or top-dose-only effect, or another doubt; inactive means no such curve, though single readings can be large; an effect the other way counts as inactive or inconclusive. Unless noted, on the % scale 0 is the no-effect control and ±100 the full control effect; potency means the concentration at half of the fitted maximal effect.

Values run as follows: Tau fluor cs	Tau ThT inhib	Tau FP inhib	L3MBTL1 inh	TRb SRC2 PPI	aGal spleen mod	ALDH1A1 inh	TR SRC2 fluor cs
CCOc1ccc(CNCCSc2nnnn2C)cc1OC
  -9.5%	-6.3%	-4.9%	.	-0.7%	.	.	-3.6%
CC1(C)O[C@@H]2O[C@H]([C@H](O)CO/N=C3/[C@H]4O[C@@H]4[C@@H](O)[C@H]4[C@H]3CCn3c(=O)n(-c5ccccc5)c(=O)n34)[C@@H](O)[C@@H]2O1
  0.8%[11.6 µM]	-1.9%[11.5 µM]	5.6%[11.6 µM]	.	0.1%[11.2 µM]	-10.0%[17.5 µM]	6.0%[13.5 µM]	-6.6%[11.2 µM]
CCOC(=O)c1nnn2c1nc(SCC(C)=O)c1ccccc12
  6.3%	-0.7%	-5.9%	-5.0%	-2.1%	5.8%	-1.8%	-1.5%
CC(C)C(=O)Nc1ccc2c3c(cccc13)CC2
  -4.8%	9.5%	10.1%	-3.0%	1.2%	-5.7%	6.9%	-0.2%
O=C(O)CSc1nnc(-c2ccncc2)n1Cc1ccccc1
  -4.0%	-10.3%	-2.1%	.	3.4%	-16.0%	4.5%	-4.4%
Cc1ccc(-n2ncc(C(=O)NCCCN3CCCCC3)c2C2CCN(C(=O)OC(C)(C)C)CC2)cc1
  -11.1%	-6.4%	4.1%	.	-0.4%	.	.	-12.5%
CS(=O)(=O)c1ccccc1-c1nc(-c2cc(C(F)(F)F)cc(C(F)(F)F)c2)no1
  -1.5%	8.3%	-2.8%	1.7%	-1.6%	-9.5%	-3.1%	0.2%
CCCCN(CC)CCNC(=O)CN1C(=O)COc2ccc(S(=O)(=O)N3CCCC3)cc21
  4.7%&-4.9%	2.6%&-5.1%	-1.2%&2.1%	25.3%	-1.9%&-9.6%	-2.4%	5.2%	2.9%&-0.5%
CCCCCC1CC(=O)N(Cc2ccc(Cl)cc2)C(=O)N1 (stereo unspecified)
  -3.4%	-4.4%	2.7%	5.0%	5.9%	-2.7%	-9.9%	-0.4%
COc1ccccc1C(=O)OCC(=O)Nc1ccc(OC(F)F)cc1
  -6.9%	-9.8%	2.7%	.	0.9%	2.0%	?	-0.8%
Cc1ncc(/C=C2\C(=O)Nc3ccccc32)[nH]1
  -11.9%	15.8µM*	0.9%	-9.8%	2.9%	0.7%	4.1%	-6.3%
S=c1[nH]nc(-c2ccco2)n1/N=C/c1ccccc1Cl
  4.1%	8.7%	1.6%	-7.7%	-4.7%	-8.0%	10µM*	-1.3%
O=[N+]([O-])c1ccc(Sc2nccn2Cc2ccccc2)cc1
  -10.7%	-12.0%	3.6%	-11.4%	0.9%	0.0%	-5.1%	-0.5%
COc1ccc(Cc2noc(CN(C)CC(O)c3ccccc3)n2)cc1OC (stereo unspecified)
  -8.0%	-11.0%	-0.8%	10.9%	8.7%	6.1%	-7.6%	-1.9%
Cc1cc(C(=O)OCC(=O)N2c3ccccc3CC2C)c(C)o1 (stereo unspecified)
  -8.6%	-13.8%	3.7%	0.4%	3.8%	8.8%	?	3.8%
COC(=O)c1ccc(S(=O)(=O)c2ccccc2)c(N)c1
  -9.9%	-3.2%	-2.0%	.	0.3%	13.8%	?	0.8%
Cc1cc(C)nc(NCC(O)COc2ccccc2C)n1 (stereo unspecified)
  0.5%	-4.9%	2.5%	-10.3%	7.0%	0.4%	11.8%	1.9%
Cn1nnc2c(N3CCN(c4ccccc4Cl)CC3)ncnc21
  -8.9%	-16.6%	0.0%	.	-5.8%	.	.	-0.9%
O=C(CCCc1ccccc1)Nc1ccccn1
  8.4%	4.3%	-2.9%	8.5%	-3.9%	5.6%	?	-2.5%
COc1cccc(C2CC(=O)Nc3c2c(=O)n(C)c2nc4ccccc4n32)c1OC (stereo unspecified)
  -13.5%	-2.6%	-11.4%	.	-2.2%	.	.	-27.0%
COCCNC(=O)c1cc2c(=O)n(C)c3ccccc3c2n1C
  -5.2%	-8.3%	1.6%	.	-6.5%	0.2%	?	-0.7%
CCOC(=O)c1c(C)oc2ccc(N(C(=O)c3ccncc3)S(=O)(=O)c3ccc(Br)cc3)cc12
  -21.7%	?	0.2%	.	3.3%	.	.	-1.3%
CCC(=O)c1ccc(OC)c(OC)c1O
  -1.9%	-0.6%	4.5%	.	-5.3%	16.6%	.	-1.6%
COc1ccc(/C=N\NC(=O)CC(=O)Nc2cccc(Cl)c2)cc1OC
  -16.3%	-12.0%	-4.2%	.	-4.6%	4.0%	3.1%	0.2%
COc1cccc(-n2c(C)nn(C)c2=O)c1
  -12.1%	-10.3%	-14.2%	-1.7%	-17.7%	-0.7%	1.1%	-3.7%
Cc1ccc(C(C)C)c(OCc2nnc(SCC(=O)Nc3ncc(C)s3)n2C)c1
  -2.6%	-5.0%	-8.6%	-5.2%	-10.0%	0.1%	9.4%	0.4%
Cn1nc(-c2ccc(C(=O)Nc3cccc(C(F)(F)F)c3)cc2)c2ccccc2c1=O
  -22.1%	1.8%	?	.	6.7%	.	.	-12.7%
CCN(CC)S(=O)(=O)c1ccc(C)c(NC(=O)c2cc(C)oc2C)c1
  6.5%	9.1%	10.4%	8.3%	-10.2%	-7.8%	?	0.3%
CC(C)COC(=O)CNc1n[nH]c(=S)[nH]c1=O
  -2.0%	-6.2%	-1.8%	.	-2.3%	7.8%	-14.9%	-4.0%
CC1=C(C(=O)OCCOc2ccccc2)C(c2ccsc2)NC(=O)N1C (stereo unspecified)
  -12.2%	-10.8%	3.9%	.	-4.3%	2.3%	3.5%	3.9%

Part of the list above with just Tau FP inhib, aGal spleen mod and L3MBTL1 inh.
molecule | Tau FP inhib | aGal spleen mod | L3MBTL1 inh
CCN(CC)S(=O)(=O)c1ccc(C)c(NC(=O)c2cc(C)oc2C)c1 | 10.4% | -7.8% | 8.3%
Cc1cc(C(=O)OCC(=O)N2c3ccccc3CC2C)c(C)o1 (stereo unspecified) | 3.7% | 8.8% | 0.4%

Next part
Values run as follows: Tau fluor cs	Tau ThT inhib	Tau FP inhib	L3MBTL1 inh	TRb SRC2 PPI	aGal spleen mod	ALDH1A1 inh	TR SRC2 fluor cs
CCC(c1nnnn1CS(=O)(=O)c1ccc(C)cc1)N1CCN(c2nc3ccccc3s2)CC1 (stereo unspecified)
  -18.5%	0.9%	-1.1%	-5.4%	-19.0%	-10.0%	?	0.1%
Clc1ccc(CN=C(Nc2ccccc2)NC2CCCCC2)cc1
  -5.0%	0.4%	-0.3%	2.5%	-10.3%	-2.5%	2.9%	?
COC(CNc1cc(=O)oc2ccccc12)OC
  -9.7%	-8.3%	1.0%	.	3.6%	-5.0%	-6.9%	-1.9%
O=C(CN1CCCc2ccccc21)NCCc1ccc(Cl)cc1
  -22.6%	-7.6%	?	.	-5.4%	-0.1%	-16.5%	-0.9%
Cc1ccc(CCNC(=O)CCn2c(=O)c3cccn3c3ccc(F)cc32)cc1
  -6.9%	-11.7%	3.4%	.	5.8%	.	.	-21.3%
CC(C)C(NC(=O)/C=C/c1ccc(F)cc1)C(C)C
  2.2%	-1.5%	-7.6%	3.8%	-4.9%	6.3%	6.4%	1.0%
CCCc1cnc(N2CCN(C(=O)c3c(-c4ccccc4)noc3C)CC2)nc1
  -8.0%	-10.7%	7.7%	-3.2%	1.0%	3.4%	?	-1.0%
CCc1ccc(NC(=O)CSc2nnc(-c3ccccn3)n2C)cc1
  -5.5%	-15.8%	4.5%	-3.0%	5.8%	-5.9%	1.5%	0.8%
C=CCn1c(SCCCCCC)nc(O)cc1=O
  6.9%	-4.3%	-4.2%	-1.4%	1.7%	4.2%	0.5%	2.5%
COc1ccc(Cn2c(C(=O)O)c(CNCc3cccs3)c3ccc(C)cc32)cc1
  -2.0%	-0.4%	6.5%	.	-4.5%	.	.	-2.2%
CCOc1ccc(NC(=O)c2ccc(C#CC(C)(C)O)cc2)cc1
  -6.8%	?	-7.8%	-1.9%	-13.7%	4.4%	4.6%	0.4%
O=C(NN1CCN(Cc2ccccc2Cl)CC1)c1ccc(Br)cc1
  1.7%	2.0%	1.3%	0.0%	-4.3%	2.3%	?	-5.5%
O=c1c(Cc2ccccc2)c(O)nc2n1CCCS2
  0.5%	-3.6%	7.1%	.	-4.1%	2.6%	5.5%	-5.5%
CCOc1ccc(N(CC(=O)Nc2ccc3c(c2)OCCO3)S(=O)(=O)c2c(C)noc2C)cc1
  ?	0.5%	?	-0.9%	0.4%	-6.4%	?	-3.1%
CC(C)c1cc(C(=O)N2CCN(C(c3ccccc3)c3ccccc3)CC2)no1
  -5.4%	-17.0%	-3.5%	3.5%	3.8%	2.5%	?	1.5%
COc1ccc(OC)c(-c2nc(CN(C)C(C)c3ccncn3)c(C)o2)c1 (stereo unspecified)
  -2.1%	-11.3%	3.9%	-8.6%	2.4%	-4.3%	?	-1.2%
CC(C)(C)C1CCc2[nH]nc(C(=O)O)c2C1 (stereo unspecified)
  7.0%	-4.2%	7.9%	-7.2%	-7.0%	-4.8%	-0.8%	-1.9%
Cc1nc2sc3c(c2c(=O)[nH]1)CCC3
  6.2%	8.8%	1.6%	.	-22.0%	5.6%	-9.5%	1.3%

Looked up by compound from the list above:
Values run as follows: Tau fluor cs	Tau ThT inhib	Tau FP inhib	L3MBTL1 inh	TRb SRC2 PPI	aGal spleen mod	ALDH1A1 inh	TR SRC2 fluor cs
CC(C)(C)C1CCc2[nH]nc(C(=O)O)c2C1 (stereo unspecified)
  7.0%	-4.2%	7.9%	-7.2%	-7.0%	-4.8%	-0.8%	-1.9%
Cc1ccc(C(C)C)c(OCc2nnc(SCC(=O)Nc3ncc(C)s3)n2C)c1
  -2.6%	-5.0%	-8.6%	-5.2%	-10.0%	0.1%	9.4%	0.4%
